Bioassay records (PubChem BioAssay)
TbREL1 inh = TbREL1 inhibition, primary screen | actives 0.49% (n = 89,000) | AID 1117264 | inhibition, % at 9.66 µM | TbREL1 RNA ligation, FRET fluorescence;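 active = inhibition above the mean inhibition across all screened compounds plus 3 SD, cut at about 11% in these data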;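 note: 0% = plate median of test wells and 100% = NSC42067 control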
Target sequence (P86926 whole entry, looked up): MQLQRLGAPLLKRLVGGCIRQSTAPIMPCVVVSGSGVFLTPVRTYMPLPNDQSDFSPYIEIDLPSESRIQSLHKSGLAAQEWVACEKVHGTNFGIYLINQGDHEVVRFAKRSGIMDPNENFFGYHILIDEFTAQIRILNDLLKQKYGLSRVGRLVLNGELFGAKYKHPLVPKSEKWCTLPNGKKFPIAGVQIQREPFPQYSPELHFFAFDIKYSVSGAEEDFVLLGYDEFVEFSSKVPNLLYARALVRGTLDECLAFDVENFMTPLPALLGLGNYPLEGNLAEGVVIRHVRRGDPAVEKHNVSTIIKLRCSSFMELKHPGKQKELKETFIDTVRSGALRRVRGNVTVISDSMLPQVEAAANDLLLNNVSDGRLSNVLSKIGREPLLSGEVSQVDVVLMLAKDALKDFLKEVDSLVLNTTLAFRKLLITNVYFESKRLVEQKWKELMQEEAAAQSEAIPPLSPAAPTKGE
* = called active by the depositor. This is a subset (hit frequency here may not be typical).

SMILES	TbREL1 inh
COc1ccc(S(=O)(=O)N2Cc3ccccc3CC2C(=O)Nc2ccc(O)cc2)cc1OC (configuration not stated)	0
COc1ccc(NC(=O)c2c[nH]c(=O)n(-c3ccc(C)c(C)c3)c2=O)cc1OC	-4
Cn1c(=O)n(C)c2cc(NC(=O)c3cc4ccccc4o3)ccc21	1
O=C(O)c1cccc(S(=O)(=O)Nc2ccc(OCc3ccccc3)cc2)c1	-1
O=C(Nc1cccc(S(=O)(=O)N2CCOCC2)c1)c1cc2ccccc2o1	-1
O=C(Nc1ccc(N2CCN(C(=O)c3ccc(Cl)cc3)CC2)cc1)c1ccc2c(c1)OCCO2	-4
O=C(NC(=S)NNS(=O)(=O)c1ccccc1)c1ccc([N+](=O)[O-])cc1	-4
CCOc1ccccc1NC(=O)C(Sc1ccccc1)c1ccccc1 (configuration not stated)	4
N#C/C(C(=O)Oc1ccccc1)=C1/Nc2ccccc2-c2ccccc21	0
O=C(/C=C/c1ccco1)N1CCN(S(=O)(=O)c2ccccc2)CC1	-1
CCC(=O)N1CCN(c2ccc(NC(=O)c3cccs3)cc2)CC1	-4
CCCNC(=O)C(Cc1ccc(C(F)(F)F)cc1)NC(=O)c1ccc2ccccc2n1 (configuration not stated)	7
CN(C)Cc1cn(CCC(=O)O)c2ccccc12	1
CC(=O)Nc1ccc(Oc2cc(C#N)c(C#N)cc2N2CCCCCC2)cc1	-4
Cc1ccc(NC(=O)CN2C(=O)NC3(CCCCCCC3)C2=O)cc1C	1
O=C(NCCCN1CCN(c2ccc(F)cc2)CC1)Nc1ccc(Cl)cc1	-1
COc1ccc(Cl)cc1NC(=O)CN(C)C(=O)c1cc(-c2ccncc2)nc2ccccc12	5
O=C(O)c1ccc([N+](=O)[O-])cc1-c1cc([N+](=O)[O-])ccc1C(=O)O	2
CC(=O)Nc1ccc(S(=O)(=O)N/N=C/c2ccc(C)o2)cc1	-2
CCN(c1ccc(OC)cc1)S(=O)(=O)c1ccc2c(c1)CCN2C(=O)CCC(=O)O	0
CCOC(=O)C(C(=O)OCC)C(C(=O)OCC)N1CCOCC1 (configuration not stated)	2
Cc1cccc(CSc2ccc3nnc(-c4cccnc4)n3n2)c1	3
Cc1ccccc1-c1cc(C(=O)NCc2ccc(OC(F)(F)F)cc2)n(CC2CC(c3cccnc3)=NO2)n1 (configuration not stated)	6
O=[N+]([O-])c1ccccc1CS(=O)(=O)c1ccccc1	3
Cc1ccc(C)c(/C(O)=C2/C(=O)C(=O)N(CCN3CCOCC3)C2c2ccc(C)o2)c1 (configuration not stated)	-4
COc1ccc(C(=O)NCc2csc(-c3cccs3)n2)cc1	3
CC(C)(C)OC(=O)NCCCCCc1nnc(SCC(N)=O)o1	-1
Cn1cnc([N+](=O)[O-])c1SCC(O)CCl (configuration not stated)	0
Cc1ccc(/C(N)=N/OC(=O)CCC2CCCC2)cc1	10
CCC(C)(C)n1nnnc1C(c1ccccc1F)N1CCN(C(=O)c2ccco2)CC1 (configuration not stated)	-1
CC(=O)Nc1ccc(-c2ccnc3c2CC(C(=O)NCC2CC2)O3)cc1 (configuration not stated)	-2
CCC(c1nnnn1-c1ccc2c(c1)OCCO2)N1CCN(C/C=C/c2ccccc2)CC1 (configuration not stated)	-1
CN(C)c1c([N+](=O)[O-])cc2[nH]c(=O)[nH]c2c1[N+](=O)[O-]	1
O=C(NCSC1=NCCS1)c1ccccc1	0
CC1CN(C(=O)CCC(=O)NCCCN2CCC(Cc3ccccc3)CC2)c2cc(Cl)ccc2O1 (configuration not stated)	6
CCCCSC1(SCCCC)N=C(N)C2(C#N)C(c3ccccc3)NC(C)=C(C)C12C#N (configuration not stated)	-4
O=C(NC1CC1)c1cccc(NC(=O)c2cnn(-c3ccccc3)n2)c1	5
N/C(=N\OC(=O)c1cc(-c2ccccc2)nc2ccccc12)c1ccc(Cl)cc1	0
O=C(c1cccc(N2C(=O)c3ccccc3C2=O)c1)N1CCCCCC1	5
CCCC1(C(=O)OCC)NC(c2cc(OC)c(OC)c(OC)c2)C2C(=O)N(CC)C(=O)C21 (configuration not stated)	-1
CC(C)(C)C(=O)Nc1ccc(-c2cn3ccsc3n2)cc1	4
CCN(CCN(C)C)C(=O)C1CCN(S(=O)(=O)c2c(C)noc2/C=C/c2ccccc2F)CC1	5
CCc1ccc2[nH]c(C(=O)Nc3ccc4c(c3)OCO4)cc2c1	-2
CCN(CC)S(=O)(=O)c1ccc(N/N=C/c2ccc(O)cc2)nc1	-1
O=c1[nH]c(=O)n(Cc2ccco2)c2c1C(C(F)(F)F)(C(F)(F)F)N=C(C1CCCCC1)N2	6
CCCn1c(SCc2cc(=O)[nH]c3ccccc23)nc2c1c(=O)n(C)c(=O)n2C	2
O=C(CCNC(=O)c1ccc(Br)cc1)NCCCN1CCCC1=O	6
CCCS(=O)(=O)N1CCN(CC2CC=CCC2)CC1 (configuration not stated)	8
CCOC(=O)C(=O)/C(=C\N(C)C)c1onc(-c2c(F)cccc2Cl)c1C(=O)OC	0
COc1ccc(C(C)=O)cc1CC1(C)C(=O)Nc2ccc(-c3cccc(C(F)(F)F)c3)cc21 (configuration not stated)	2
O=C(CC1Oc2ccccc2NC1=O)NCc1ccccc1 (configuration not stated)	5
COc1cccc(Cn2cc(COC(=O)NCCc3c[nH]c4ccccc34)nn2)c1	-6
CN(C)S(=O)(=O)c1cccc(-c2nn(-c3ccccc3)cc2/C=C(\C#N)c2nc3ccccc3[nH]2)c1	0
CN1CCN(C(=O)/C(=C/c2cccs2)NC(=O)c2ccco2)CC1	-5
CC1(C)Cc2c(sc3ncnc(N)c23)CO1	4
CC1(C(=O)NS(=O)(=O)c2ccc(F)cc2F)CCN1C(=O)CC1CC1 (configuration not stated)	3
Cc1oc(-c2cccc(Cl)c2)nc1CN1CCC(C(=O)NCC2CCCO2)CC1 (configuration not stated)	-2
Cc1ccc(C(=O)NCCCc2ccccc2)c(C)c1	2
C=CCNC1=C(Cl)C(=O)c2ccccc2C1=O	1
CC(C)(C)OC(=O)N(CCc1ccccc1)Cc1cccc(OCc2cccc(NC(=O)C3CCCC3)c2)c1	0
The list goes on.
SMILES	TbREL1 inh
COc1ccc(C(=O)C[n+]2ccc3c(c2)nc(Cc2ccccc2)n3C)cc1	9
COCC1CCN(C(=O)c2cc(COc3ccc(OC)c4ccccc34)on2)C1 (configuration not stated)	-3
CN(C)[C@H]1CCN(c2cccc3c2S(=O)(=O)N2CC[C@H](C2)O3)C1	-1
CCN1CCN(C(=O)C2CCC(CNS(=O)(=O)c3ccc(NC(C)=O)cc3)CC2)CC1 (configuration not stated)	-1
CCOc1ccccc1C(=O)N[C@H](C(=O)OCc1cc(=O)oc2cc(C)ccc12)C(C)C	1
CCOc1ccc(-n2c(SCC(=O)c3ccc4ccccc4c3)nnc2-c2ccc(OC)cc2)cc1	6
CCn1ncc(C2C(C(=O)Nc3ccc(C)cn3)=C(C)NC3=C2C(=O)CCC3)c1C (configuration not stated)	1
CC1CCC(NC(=O)C2CCN(S(=O)(=O)c3ccc4nc5c(c(C(=O)O)c4c3)CC(C)CC5)CC2)CC1 (configuration not stated)	1
O=C(c1ccc(N2CCCC2=O)cc1)N1CCN(c2ccccc2Cl)CC1	0
COc1ccc(OC)c(S(=O)(=O)NC(C)(C)C)c1	-4
Cn1cnnc1SCc1ccc(C(=O)n2ncc(C#N)c2N)cc1	1
CCSC1=N/C(=C\c2ccc(C)s2)C(=O)S1	3
O=C(COC(=O)CCC(=O)c1cccs1)Nc1ccc(F)c(F)c1F	1
Cc1ccccc1-c1cccc([C@@H]2C[C@H]3[C@H](CON3C)CN2S(=O)(=O)c2ccccc2C)c1	2
COc1ccc(C(=O)n2nc(C)cc2C)cc1Br	0
COC(=O)c1ccc2c(c1)SC1=C(CCCC1=O)N2	-7
O=C(N/N=C/c1cccnc1)c1cccc(S(=O)(=O)Nc2cccc(Cl)c2)c1	-2
CC(C)(C)c1ccc(OCC(=O)NNC(=O)c2cccnc2)cc1	1
CCN(CCCNC(=O)CCn1c(=O)[nH]c2ccccc2c1=O)c1cccc(C)c1	-7
COc1ccc(-c2cc(-c3ccccc3)nc(=O)[nH]2)cc1	2
O=C(CCCOc1ccccc1)Nc1ccc2c(c1)OCCO2	-2
O=C(NCCN1CCN(c2ccccc2)CC1)c1cccc(Br)c1	-2
O=C(Nc1ccncc1)c1cc(S(=O)(=O)N2CCCC2)ccc1Cl	1
O=C(NCCN1CCCC1)c1ccc(Cn2c(=S)[nH]c3cc4c(cc3c2=O)OCO4)cc1	-4
Cc1c(Cl)cccc1NC(=O)C1CCCN(S(C)(=O)=O)C1 (configuration not stated)	0
COc1ccccc1CCC(=O)OC(C)C(=O)Nc1c(C)n(C)n(-c2ccccc2)c1=O (configuration not stated)	-1
CCCCOc1ccc(Cc2c(Cl)nc(SC)nc2N2CCOCC2)cc1	2
COC(=O)C1CCN(C(=O)c2ccc(SC)cc2OC)CC1	-2
CCCCN(C(=O)c1ccc([N+](=O)[O-])s1)c1c(N)n(CCCC)c(=O)[nH]c1=O	-2
Cc1ccc(S(=O)(=O)N2CC(=O)NC(=O)C2)cc1	0
CN(Cc1ccccc1)C(=O)COC(=O)c1ccc(Cl)c(N)c1	1
C1CCC(CNc2c3c(nc4nnnn24)CCCC3)CC1	2
O=C(O)c1ccc(COCC(F)(F)C(F)F)o1	7
CCS(=O)(=O)N1Cc2ccccc2CC1C(=O)N(C)CC(=O)Nc1ccc(OC)cc1 (configuration not stated)	-3
CC1CCN(S(=O)(=O)c2ccc(NC(=O)CCNC(=O)c3ccc(Cl)cc3)cc2)CC1	1
Cc1cccc(N2CCN(C(=S)c3ccc(-c4ccccc4[N+](=O)[O-])o3)CC2)c1	0
COc1ccc(C(=O)N/C(=C\c2cn(S(=O)(=O)N(C)C)c3ccccc23)C(=O)NCCN2CCOCC2)cc1OC	-1
CCNC(=O)N1C(=O)C2(OCCO2)c2cc(Br)ccc21	1
N#CCSc1nnc(-c2ccc(F)cc2)n1N	-1
Cc1ccccc1NC(=O)c1ccc(NS(=O)(=O)c2cc(C(C)(C)C)cc(C)c2C)cc1	-2
CC1(OC(=O)CCc2ccccc2)C(=O)C=C2C=C(c3ccc(C#N)cc3)N(CCc3ccccn3)C=C2C1=O (configuration not stated)	-1
C=CCn1c(=NC(=O)C2CCCCC2)sc2cc(NC(C)=O)ccc21	0
COc1cc(/C=C(\C#N)C(=O)NCC2CCCO2)ccc1OC(C)C (configuration not stated)	3
COCCNC(=O)Cn1nc(C)c([N+](=O)[O-])c1C	3
CN(C)N1C(=O)c2c(Cl)c(Cl)c(Cl)c(Cl)c2C1=O	1
CN(C)N1C(N)=C(C#N)C(c2cccnc2)C2=C1CC(C)(C)CC2=O (configuration not stated)	-3
COc1ccccc1Cc1c(-c2cccc(Br)c2)nc2ccc(Br)cn12	6
CC(OC(=O)c1cccs1)C(=O)NC1CCCCC1C (configuration not stated)	1
CCc1ccccc1OCC(=O)Nc1cccc(S(=O)(=O)N2CCCC2)c1	1
Cc1cccc(NC(=O)CCOc2ccccc2)c1	8
CCC(C)[C@H](NC(=O)[C@H](CC(C)C)NC(=O)OC(C)(C)C)C(=O)N[C@@H](Cc1ccccc1)C(=O)OC (some centres not stated)	7
O=C(CCS(=O)(=O)CCN1CCOCC1)NCNC(=O)CCS(=O)(=O)CCN1CCOCC1	3
COCCNC(=O)CN1C(=O)CSc2cc(S(=O)(=O)N3CCCCCC3)ccc21	2
N#Cc1c(/N=C/c2ccccc2)oc(-c2ccccc2)c1-c1ccccc1	1
CC1CCCC(C)N1C(=O)COC(=O)c1ccccc1O (configuration not stated)	-1
CC(=O)c1ccc(Nc2nc(=O)c3cccnc3s2)cc1	0
Cc1cn(CC(=O)N2CCN(c3ccccn3)CC2)c(=O)[nH]c1=O	1
CCOc1ccc(Br)cc1C(=O)Nc1ccc(C(=O)NCC(C)C)cc1	-3
CC(C)C[C@H]1CN(CCCC[C@H]2CNC(=O)C(=O)N2CCC2CCCCC2)C(=O)C(=O)N1CCC1CCCCC1	2
O=C(CN1C(=O)C(=O)N(Cc2ccccc2)C1=O)c1ccc[nH]1	5
Cc1ccc(S(=O)(=O)c2nc(Cc3ccccc3)oc2N2CCOCC2)cc1	-1
CSc1nnc(NC(=O)c2cc3ccccc3oc2=O)s1	3

Given with the structure last: entries from further up.
| TbREL1 inh | molecule |
| --- | --- |
| 0 | COc1ccc(S(=O)(=O)N2Cc3ccccc3CC2C(=O)Nc2ccc(O)cc2)cc1OC (configuration not stated) |
| -4 | COc1ccc(NC(=O)c2c[nH]c(=O)n(-c3ccc(C)c(C)c3)c2=O)cc1OC |
| 1 | Cn1c(=O)n(C)c2cc(NC(=O)c3cc4ccccc4o3)ccc21 |
| -1 | O=C(O)c1cccc(S(=O)(=O)Nc2ccc(OCc3ccccc3)cc2)c1 |
| -1 | O=C(Nc1cccc(S(=O)(=O)N2CCOCC2)c1)c1cc2ccccc2o1 |
| -4 | O=C(Nc1ccc(N2CCN(C(=O)c3ccc(Cl)cc3)CC2)cc1)c1ccc2c(c1)OCCO2 |
| -4 | O=C(NC(=S)NNS(=O)(=O)c1ccccc1)c1ccc([N+](=O)[O-])cc1 |
| 4 | CCOc1ccccc1NC(=O)C(Sc1ccccc1)c1ccccc1 (configuration not stated) |
| 0 | N#C/C(C(=O)Oc1ccccc1)=C1/Nc2ccccc2-c2ccccc21 |
| -1 | O=C(/C=C/c1ccco1)N1CCN(S(=O)(=O)c2ccccc2)CC1 |
| -4 | CCC(=O)N1CCN(c2ccc(NC(=O)c3cccs3)cc2)CC1 |
| 7 | CCCNC(=O)C(Cc1ccc(C(F)(F)F)cc1)NC(=O)c1ccc2ccccc2n1 (configuration not stated) |
| 1 | CN(C)Cc1cn(CCC(=O)O)c2ccccc12 |
| -4 | CC(=O)Nc1ccc(Oc2cc(C#N)c(C#N)cc2N2CCCCCC2)cc1 |
| 1 | Cc1ccc(NC(=O)CN2C(=O)NC3(CCCCCCC3)C2=O)cc1C |
| -1 | O=C(NCCCN1CCN(c2ccc(F)cc2)CC1)Nc1ccc(Cl)cc1 |
| 5 | COc1ccc(Cl)cc1NC(=O)CN(C)C(=O)c1cc(-c2ccncc2)nc2ccccc12 |
